# USP1-UAF1 inh = USP1/UAF1 (human) deubiquitinase inhibition; Potency, µM (series often up to 57.1 µM), inactives show at the top dose activity change, negative = inhibition, actives largely listed as inhibitors; O94782; 390,000 compounds, 0.23% hits; AID 743255; recombinant USP1/UAF1, Ub-Rhodamine cleavage fluorescence; note: % is set by controls: 0 for no effect and ±100 for the full control effect; nearly all actives have a fitted effect of over 60% in size; inactives centre near -12
#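 1 nM enzyme complex + cpd, 15 min RT; start with Ub-Rho 150nM final; kinetic fluorescence ex 480/em 540, 6 reads q60 s. Buffer 50mM HEPES pH 7.8, 0.5mM EDTA, 0.1 mg/ml BSA, 1mM TCEP, 0.01% Tween-20.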
# RXFP1 agonist = activates the human relaxin receptor RXFP1 | AID 2676 | 370,000 compounds, 0.3% hits | HEK293T-RXFP1 cAMP TR-FRET, 30 min; response scale: percent of porcine relaxin response, buffer zero | Potency, µM (highest dose often 57.5 µM), for inactives: at the highest dose activation, actives largely listed as activators | Q9HBX9; note: % is set by controls: 0 for no effect and ±100 for the full control effect; nearly all actives have a fitted effect of over 60% in size; many of its hits are not listed in these tables
# Target sequence (Q9HBX9 whole entry, looked up): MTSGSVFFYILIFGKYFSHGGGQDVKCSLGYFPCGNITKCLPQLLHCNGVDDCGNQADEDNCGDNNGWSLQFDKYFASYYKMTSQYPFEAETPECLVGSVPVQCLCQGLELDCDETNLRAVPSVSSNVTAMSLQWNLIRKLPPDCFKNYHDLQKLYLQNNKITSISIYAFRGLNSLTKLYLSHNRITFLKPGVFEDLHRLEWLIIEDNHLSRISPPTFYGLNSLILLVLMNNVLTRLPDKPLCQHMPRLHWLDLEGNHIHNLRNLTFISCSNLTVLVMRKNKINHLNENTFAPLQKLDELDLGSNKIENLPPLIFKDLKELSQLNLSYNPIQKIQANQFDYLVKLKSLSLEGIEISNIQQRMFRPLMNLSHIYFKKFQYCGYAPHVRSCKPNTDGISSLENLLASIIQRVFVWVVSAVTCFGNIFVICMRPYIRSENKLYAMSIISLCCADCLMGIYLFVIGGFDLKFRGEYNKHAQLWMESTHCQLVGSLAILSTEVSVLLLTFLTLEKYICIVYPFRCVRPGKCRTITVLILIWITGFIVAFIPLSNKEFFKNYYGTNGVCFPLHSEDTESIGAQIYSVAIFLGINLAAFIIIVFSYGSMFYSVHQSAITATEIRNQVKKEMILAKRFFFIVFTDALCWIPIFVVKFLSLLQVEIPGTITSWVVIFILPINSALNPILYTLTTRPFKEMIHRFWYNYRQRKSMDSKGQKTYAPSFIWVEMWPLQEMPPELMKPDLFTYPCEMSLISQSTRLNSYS
#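 cAMP rise read by TR-FRET after 30 min, 37C compound exposure (up to 58 uM) in RXFP1-transfected HEK293 cells with Ro 20174 present. EC50 from Hill-equation fits, with 29 nM porcine relaxin as 100% and buffer as basal.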
# ALOX12 inh = inhibitors of human 12S-lipoxygenase ALOX12 | P18054 | purified 12hLO, xylenol orange hydroperoxide absorbance | Potency, µM (series often up to 108 µM), without a hit: at the highest dose activity change, negative = inhibition, actives largely listed as inhibitors | 580,000 compounds, 1.1% hits; note: % is set by controls: 0 for no effect and ±100 for the full control effect
#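 Hydroperoxide product was detected by ferrous iron/xylenol orange as the 573 to 405 nm absorbance ratio. Arachidonic acid at 40 uM (final) was turned over for 30 min at room temperature by 150 nM human 12hLO, pH 7.0 Hepes buffer, after 15 min compound preincubation.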
# TrxR1 inh = rat TrxR1 inhibition. recombinant rTrxR1, NADPH fluorescence consumption, selenite substrate. Potency, µM (doses to about 114 µM), without a hit: at the highest dose activity change, negative = inhibition, usual class: inhibitors. 390,000 compounds, 1% hits. AID 588453; note: % is set by controls: 0 for no effect and ±100 for the full control effect; nearly all actives have a fitted effect of over 65% in size
#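 Rat TrxR1 (90 nM in the dispensed reagent) was pre-reduced with 400 uM NADPH for 5 min at room temperature, then incubated with compound for 15 min. After 400 uM selenite was added, NADPH fluorescence (Ex 340/Em 450 nm) was followed for 8 min.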
# Vif-APOBEC3F blk = inhibitors of Vif-A3F interaction; Potency, µM (top dose mostly 46.1 µM), for inactives: at the highest dose activity, negative = active; 390,000 compounds, 0.2% hits; HeLa A3F-eYFP + Vif (tagged APOBEC3F with the HIV-1 protein that degrades it), YFP fluorescence increase; note: % of control where 0% means no effect; nearly all actives have a fitted effect of over 65% in size
#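 HeLa cells stably expressing A3F-eYFP plus Vif, plated and incubated overnight at 37 deg C, then exposed to compounds overnight at 37 deg C. Blocked degradation read as raised yellow fluorescence (Ex 488/Em 500-530).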
# TrxR1 substrate = is turned over as a substrate by rat TrxR1 | O89049 | purified TrxR1 substrate turnover, NADPH consumption readout | Potency, µM (doses to about 114 µM), inactives show at the highest dose activity change, negative = substrate turnover | 390,000 compounds, 0.01% hits; note: % is set by controls: 0 for no effect and ±100 for the full control effect; nearly all actives have a fitted effect of over 50% in size
#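 Rat TrxR1, dispensed at 90 nM, was prereduced with 400 uM NADPH (final) for 5 min at ~22 deg C, then incubated with compound 15 min before 400 uM selenite. A first-read NADPH fluorescence drop versus no-compound background flagged substrates.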
# mIDH1 inhibitor = human IDH1 R132H inhibition. O75874. IDH1-R132H enzyme, NADPH consumption, diaphorase/resazurin fluorescence. Potency, µM (doses to about 76.6 µM), inactives show top-dose activity change, negative = inhibition, most hits filed as inhibitors. 390,000 compounds, 0.093% hits. AID 602179; note: % is set by controls: 0 for no effect and ±100 for the full control effect; nearly all actives have a fitted effect of over 65% in size
#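 IDH1-R132H (0.5 ug/mL dispensed) in pH 7.5 Tris buffer was preincubated 30 min with compound, then given a substrate mix of 0.016 mM NADPH and 2 mM alpha-KG for 80 min at room temperature; remaining NADPH was read by diaphorase/resazurin fluorescence.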
# Vif-A3G inh = Vif-A3G binding inhibition | AID 602310 | Potency, µM (series often up to 46.1 µM), for inactives: top-dose activity, negative = active, hits mostly inhibitors | 410,000 compounds, 0.076% hits | HeLa A3G-eYFP + Vif (tagged APOBEC3G with the HIV-1 protein that degrades it), YFP fluorescence, overnight | Q9HC16;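 note: % is set by controls: 0 for no effect and ±100 for the full control effect; nearly all actives have a fitted effect of over 60% in size; hits raise eYFP signal because A3G escapes Vif-driven loss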
#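 Read-out is eYFP fluorescence (Ex 488/Em 500-530) from Vif-expressing HeLa A3G-eYFP cells; more signal means A3G escaped Vif-mediated degradation. Cells plated overnight, compound pinned in, incubated overnight at 37 deg C.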
# RGS4 inh = human RGS4 inhibition; P49798; Transcreener GDP fluorescence polarization, RGS4-accelerated GTP hydrolysis; Potency, µM (series often up to 114 µM), without a hit: at the top dose activity change, negative = inhibition, most hits filed as inhibitors; 390,000 compounds, 0.039% hits; AID 504845; note: % is set by controls: 0 for no effect and ±100 for the full control effect; nearly all actives have a fitted effect of over 75% in size; some results filed as inactive show a strong effect at the top dose
# Target sequence (P49798 whole entry, looked up): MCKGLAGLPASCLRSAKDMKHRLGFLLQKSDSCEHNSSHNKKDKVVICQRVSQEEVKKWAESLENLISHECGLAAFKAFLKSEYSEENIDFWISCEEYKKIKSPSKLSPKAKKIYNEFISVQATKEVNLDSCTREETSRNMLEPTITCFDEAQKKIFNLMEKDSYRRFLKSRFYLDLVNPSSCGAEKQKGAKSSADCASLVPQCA
#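 MLSMR compounds (23 nl, pin-transferred) preincubated 10 min at room temperature with a 500nM (2x) first reagent, then RGS4 at 900nM (2x) plus Transcreener GDP mix added; fluorescence polarization (620/688 nm) read before and after 90 min at 30 °C.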
# * marks the source's active call; other numbers are inactive results; ? = inconclusive; . = not tested or not shown; & = joins results of further samples; [ ] = another dose, or the depositor's remark. Calls come from the whole dose curve; as a rule, active = well fitted curve in the direction sought with a large enough effect; inconclusive = small, poorly fitted or top-dose-only effect, or another doubt; inactive = no such curve, though single readings can be large; an effect the other way counts as inactive or inconclusive. Potency is the fitted concentration of half-maximal effect. This is a subset; rates above refer to the full screens.
# Labels used below – A = USP1-UAF1 inh; B = RXFP1 agonist; C = ALOX12 inh; D = TrxR1 inh; E = Vif-APOBEC3F blk; F = TrxR1 substrate; G = mIDH1 inhibitor; H = Vif-A3G inh; I = RGS4 inh
Cc1ccc(S(=O)(=O)Nc2cc(S(=O)(=O)N3CCCCC3)ccc2N2CCOCC2)cc1
  A: -13%	B: 3.6%	C: -16%	D: 7%[57.1 µM]	E: 7%	F: -1%[57.1 µM]	G: 1%	H: -1%	I: -21%
COc1ccc(Cl)cc1NC(=O)CN(C)C(=O)c1ccc(N2CCCCC2)c([N+](=O)[O-])c1
  A: -16%	B: 0.5%	C: 0%	D: 3%	E: 5%	F: 1%	G: 7%	H: -1%	I: -30%
COCCCn1c(=O)c2sccc2n2c(CCCC(=O)Nc3ccc(F)c(F)c3)nnc12
  A: 10%	B: 10%	C: -27%	D: -15%	E: -3%	F: -6%	G: 51%[activator]	H: -4%	I: 23%
COc1ccc(NC(=O)Cc2c(F)cccc2Cl)c(OC)c1
  A: -19%	B: -0.5%	C: 1%	D: -3%	E: 1%	F: -1%	G: 10%	H: 1%	I: -2%
COc1ccc(NCC(=O)Nc2cccc(C(F)(F)F)c2)cc1S(=O)(=O)N1CCOCC1
  A: -23%	B: .	C: 7%	D: 5%	E: -2%	F: -4%	G: -2%	H: 0%	I: -15%
CC(O)CNc1nc(Cl)c(C#N)s1 (stereo not given)
  A: 11%	B: 0.4%	C: -3%	D: 3%[57.1 µM]	E: 7%	F: 5%[57.1 µM]	G: 13%	H: -3%	I: -1%
O=C(O)c1ccccc1-c1ccccc1C(=O)NNc1ccccc1
  A: -6%	B: 6.5%	C: ?	D: -1%	E: -11%	F: -3%	G: -1%	H: 3%	I: -5%
Cc1ccccc1NC(=O)C(=O)NCCCN1CCCC1=O
  A: 1%	B: -1.5%	C: -19%	D: 7%	E: -4%	F: 2%	G: -2%	H: -1%	I: -13%
Cc1c(Br)c([N+](=O)[O-])nn1C(C)C(=O)N1CCc2ccccc2C1 (stereo not given)
  A: -12%	B: 0.8%	C: 13%	D: 3%	E: 3%	F: -3%	G: -4%	H: -1%	I: 29%
CCOC(=O)CNC(=O)Nc1cc(C(=O)NCc2ccc(C(C)C)cc2)ccc1N1CCCC1
  A: -18%	B: -1.9%	C: ?	D: 11%[57.1 µM]	E: 0%	F: 2%[57.1 µM]	G: -25%	H: -2%	I: 7%
CCOC(=O)c1ccc(NC(=S)NC(=O)c2cncc(Br)c2)cc1
  A: -18%	B: 2.2%	C: -13%	D: 4%[57.1 µM]	E: 0%	F: 1%[57.1 µM]	G: -9%	H: 0%	I: -21%
COc1ccc(C)cc1N(CC(=O)Nc1cccc(N(C)S(C)(=O)=O)c1)S(C)(=O)=O
  A: -13%	B: -0.3%	C: -8%	D: 18%	E: -1%	F: 3%[57.1 µM]	G: -1%	H: 0%	I: -50%
O=[N+]([O-])c1cccc(/C=C/c2nc(C=Nc3ccccc3)c(O)o2)c1
  A: -3%	B: -0.6%	C: -1%	D: -2%	E: ?	F: 1%	G: 5%	H: 2%	I: -4%
O=c1c2cnn(-c3ccccc3)c2ncn1Cc1cccc(Cl)c1
  A: 8%	B: -0.5%	C: -1%	D: 32%	E: 3%	F: 6%	G: 3%	H: 4%	I: 17%
Cc1ccc(S(=O)(=O)N2CCN(C(C)CC(=O)O)CC2)cc1 (stereo not given)
  A: -13%	B: -3.5%	C: ?	D: 16%	E: 0%	F: -3%	G: 20%	H: 5%	I: 14%

# Labels used below – A = USP1-UAF1 inh; B = RXFP1 agonist; C = ALOX12 inh; D = TrxR1 inh; E = Vif-APOBEC3F blk; F = TrxR1 substrate; G = mIDH1 inhibitor; H = Vif-A3G inh; I = RGS4 inh
COc1cc(C(=O)NCC(c2ccco2)N2CCCC2)ccc1OCc1ccc(Cl)cc1Cl (stereo not given)
  A: -20%	B: .	C: 112%	D: 11%	E: -1%	F: -7%	G: -6%	H: -19%	I: -3%
C[C@@H]1CN([C@@H](C)CO)C(=O)c2cc(N(C)C)ccc2O[C@@H](C)CCCCO[C@@H]1CN(C)S(=O)(=O)c1cccs1
  A: -17%	B: .	C: ?	D: .	E: -7%	F: .	G: 12%	H: -1%	I: .
CCCN(C(=O)CSCc1ccccc1C)c1c(N)n(Cc2ccccc2)c(=O)[nH]c1=O
  A: -17%	B: -0.2%	C: -28%	D: -1%	E: 9%	F: -6%[57.1 µM]	G: 5%	H: -6%	I: 4%
O=C(CN(C(=O)CNC(=O)c1cccs1)c1cccc(F)c1)NC1CCCC1
  A: -13%	B: -1.3%	C: -22%	D: 21%[57.1 µM]	E: 6%	F: 11%[57.1 µM]	G: 16%	H: -1%	I: 29%
CCCc1ccc2oc(C(=O)N3CCC(N4CCCC(O)C4)CC3)c(C)c2c1 (stereo not given)
  A: -18%	B: -0.1%	C: 0%	D: 6%	E: -12%	F: 7%	G: 2%	H: -6%	I: -7%
O=C1[C@@H]2[C@H](C(=O)N1CC(O)COCc1ccccc1)C1C=C[C@H]2C1 (stereo not given in full)
  A: -1%	B: .	C: 7%	D: 18%	E: 0%	F: 3%	G: 6%	H: -1%	I: 12%
CC1CCN(C(=O)CCN2C(=O)/C(=C/c3cccs3)SC2=S)CC1
  A: ?	B: 0.2%	C: 10%	D: -11%	E: -29%	F: -12%	G: 0%	H: -19%	I: -10%
CCCc1cc(C(=O)Nc2ccc(C#N)cc2)no1
  A: -1%	B: -3.3%	C: -10%	D: 22%	E: -3%	F: 17%	G: -3%	H: -1%	I: 4%
COc1cccc(NC(=O)Cn2c(CCC(=O)O)ccc2-c2ccc(Cl)cc2)c1
  A: ?	B: 1.3%	C: 7%	D: 14%[57.1 µM]	E: -8%	F: 7%[57.1 µM]	G: -7%	H: 4%	I: -6%
O=C(Nc1cccc([N+](=O)[O-])c1)C1CC(=O)N(Cc2ccccc2)C1 (stereo not given)
  A: ?	B: -2.6%	C: -2%	D: 18%[57.1 µM]	E: 6%	F: -14%[57.1 µM]	G: 8%	H: 2%	I: -6%
N#Cc1nc(COc2ccccc2F)oc1N1CCCCCC1
  A: -13%	B: 3.5%	C: 7%&-51%	D: 1%	E: -5%	F: -3%	G: 21%	H: 2%	I: 19%
O=C(CCCN1C(=O)/C(=C/c2ccccc2)SC1=S)Nc1ccccc1O
  A: ?	B: 0.6%	C: 20%	D: 28%[57.1 µM]	E: -10%	F: 6%[57.1 µM]	G: 6%	H: -12%	I: 3%
CCOc1ccc(NC(=O)CN2C(=O)C(c3ccc(Cl)cc3)=NC2(C)C)cc1
  A: ?	B: -1.2%	C: -4%	D: -3%	E: -11%	F: -4%	G: -11%	H: -2%	I: 2%
COc1cc(C)ccc1OCCOCCOc1ccc(C)cc1[N+](=O)[O-]
  A: -27%	B: 2.5%	C: -9%	D: 2%[11.4 µM]	E: 0%	F: 10%[57.1 µM]	G: 8%	H: -1%	I: -17%
Cc1ccc(S(=O)(=O)NC(=O)COc2ccccc2C(N)=O)cc1
  A: -17%	B: 1.0%	C: -7%	D: 18%	E: 3%	F: 12%	G: 0%	H: -7%	I: -2%

# Labels used below – A = USP1-UAF1 inh; B = RXFP1 agonist; C = ALOX12 inh; D = TrxR1 inh; E = Vif-APOBEC3F blk; F = TrxR1 substrate; G = mIDH1 inhibitor; H = Vif-A3G inh; I = RGS4 inh
COc1nn(C(C)C(=O)N2N=C(C(F)F)CC2(O)C(F)F)cc1[N+](=O)[O-] (stereo not given)
  A: -17%	B: 1.2%	C: 6%	D: 5%	E: 0%	F: 2%	G: 2%	H: -8%	I: 9%
CCCc1ccc(S(=O)(=O)N2CCN(C(C)C(=O)NCc3ccccc3)CC2)cc1 (stereo not given)
  A: -11%	B: -0.2%	C: -15%	D: -9%	E: 6%	F: -14%	G: 1%	H: 0%	I: 0%
CC(OC(=O)C1CCCO1)C(=O)NC1CCCC1 (stereo not given)
  A: -9%	B: 1.7%	C: 0%	D: 21%	E: -4%	F: 11%	G: 5%	H: -7%	I: 52%
COc1cc2c(cc1NC(=O)C(C)OC(=O)C1CC(=O)N(Cc3ccco3)C1)oc1ccccc12 (stereo not given)
  A: -17%	B: -1.3%	C: 3%	D: 1%	E: -7%	F: -6%[57.1 µM]	G: 2%	H: -6%	I: -28%
Cc1cnc(C(=O)OCC(=O)c2ccc(C)s2)cn1
  A: -4%	B: 1.5%	C: ?	D: 0%	E: -14%	F: -5%	G: 7%	H: 4%	I: -1%
COc1ccc(NS(=O)(=O)c2cc(NC(=O)/C=C/c3cccs3)ccc2N2CCOCC2)cc1
  A: -24%	B: -0.8%	C: -24%	D: 12%[57.1 µM]	E: -4%	F: -14%	G: -5%	H: 0%	I: -23%

# Copied from the list:
# Result for COc1nn(C(C)C(=O)N2N=C(C(F)F)CC2(O)C(F)F)cc1[N+](=O)[O-] (stereo not given) under mIDH1 inhibitor: 2%
# Result for CCCc1ccc2oc(C(=O)N3CCC(N4CCCC(O)C4)CC3)c(C)c2c1 (stereo not given) under mIDH1 inhibitor: 2%
# Result for COc1ccc(NCC(=O)Nc2cccc(C(F)(F)F)c2)cc1S(=O)(=O)N1CCOCC1 under ALOX12 inh: 7%
